Assay outcomes deposited in PubChem BioAssay by several laboratories.
SRC2 TRFRET art: TR-FRET signal artefacts, primary screen, artefact control for PPARgamma SRC-2 agonist project, biochemical. TR-FRET artefact counter-screen; active compounds read high. TR-FRET ratio at 8 µM. hit rate 0.4% among 200,000; in the data active means TR-FRET ratio above about 2000; further: inactives centre near 1500
Lmaj promast: Leishmania major promastigote growth inhibition, primary screen; hit rate 9% among 200,000; AID 1063, 2008; inhibition, % at 10 µM; Leishmania major promastigotes, resazurin fluorescence viability; in the data active means inhibition above about 50%;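 further: promastigotes grown with compound for 44 hours at 28 °C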
TLR4-MyD88 BLA: inhibitors of TLR4-MyD88 association in cells, primary screen, cell-based, HeLa CL3-4, BLA complementation, FRET ratio | HeLa CL3-4 TLR4/MyD88 BLA complementation | inhibition, % at 8.4 µM | hit rate 0.18% among 200,000 | Toll-like receptor 4 (Homo sapiens) + Myeloid differentiation primary response protein …; in the data active means inhibition above about 25%;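 further: 0% = vehicle and 100% = reference inhibitor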
PPARg SRC2 recr: agonists of PPARg-SRC-2 recruitment, primary screen, biochemical, HTS; hit rate 0.34% among 200,000; PPARgamma LBD-SRC-2 recruitment; Peroxisome proliferator-activated receptor gamma (Homo sapiens), P37231; activation, % at 8 µM; in the data active means activation above about 22%;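 further: 0% = vehicle and 100% = reference agonist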
Target sequence (P37231 whole entry, looked up, the tested form may be a part): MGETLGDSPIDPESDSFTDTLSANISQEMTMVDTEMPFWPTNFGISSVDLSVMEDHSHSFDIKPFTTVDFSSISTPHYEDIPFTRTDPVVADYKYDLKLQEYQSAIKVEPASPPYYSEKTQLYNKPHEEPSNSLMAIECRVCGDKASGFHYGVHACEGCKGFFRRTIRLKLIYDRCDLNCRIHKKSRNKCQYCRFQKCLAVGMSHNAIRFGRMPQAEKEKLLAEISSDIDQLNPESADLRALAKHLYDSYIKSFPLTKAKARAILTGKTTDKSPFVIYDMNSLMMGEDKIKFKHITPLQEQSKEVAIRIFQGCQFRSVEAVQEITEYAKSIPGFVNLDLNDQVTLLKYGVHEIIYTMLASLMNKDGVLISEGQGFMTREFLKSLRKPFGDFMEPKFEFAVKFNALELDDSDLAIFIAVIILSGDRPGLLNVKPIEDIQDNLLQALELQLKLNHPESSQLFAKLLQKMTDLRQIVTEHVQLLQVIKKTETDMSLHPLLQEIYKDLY
PPARg SRC-3 ag: PPARgamma agonists recruiting SRC-3 coactivator, primary screen, biochemical; biochemical PPARgamma/SRC-3 coactivator recruitment assay; activation, % at 8 µM; hit rate 0.26% among 200,000; AID 731, 2007; in the data active means activation above about 23%;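 further: 0% = DMSO and 100% = reference agonist; some compounds past the cut are filed as inactive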
bIAP act: bovine intestinal alkaline phosphatase activators, primary screen, biochemical, bovine IAP, CDP-star luminescence; alkaline phosphatase, intestinal [Bos taurus]; purified bovine IAP, 30 min; active compounds read high; fold of DMSO-control signal, blank-subtracted; activation factor at 20 µM; hit rate 0.17% among 200,000; AID 1016, 2008;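 active means activation factor of 2 or more at 20 µM, a signal rise over negative controls twice the positive control's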
ROMK primary: ROMK potassium channel modulators, primary screen, cell-based, thallium flux, MLSMR library; B-score at 10 µM; Tet-inducible ROMK, thallium flux fluorescence; actives lie on both sides; hit rate 2% among 130,000; ATP-sensitive inward rectifier potassium channel 1 (Homo sapiens), P48048; AID 1918, 2009;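 active means signal ratio slope over the read window, or its plate-corrected B-score, at least 3 SD from the plate mean, either direction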;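 further: B-score of the F/F0 ratio slope over 7 to 12 s after thallium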
Target sequence (P48048 whole entry, looked up): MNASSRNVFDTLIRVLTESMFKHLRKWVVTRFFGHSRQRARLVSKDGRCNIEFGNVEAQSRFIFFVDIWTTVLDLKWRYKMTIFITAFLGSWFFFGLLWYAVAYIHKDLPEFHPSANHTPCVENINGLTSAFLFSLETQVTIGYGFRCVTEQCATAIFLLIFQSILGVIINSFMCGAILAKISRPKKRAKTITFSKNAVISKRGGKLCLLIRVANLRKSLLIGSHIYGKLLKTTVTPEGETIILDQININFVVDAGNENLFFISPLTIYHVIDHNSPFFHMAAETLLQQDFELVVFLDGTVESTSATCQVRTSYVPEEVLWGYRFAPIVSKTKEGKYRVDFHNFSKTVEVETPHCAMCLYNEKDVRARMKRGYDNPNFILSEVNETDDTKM
PPARg SRC-1 ag: PPARgamma agonists recruiting SRC-1 coactivator, primary screen, biochemical; Peroxisome proliferator-activated receptor gamma (Homo sapiens), P37231; PPARgamma-SRC-1 coactivator recruitment biochemical assay; activation, % at 8 µM; hit rate 0.41% among 200,000; in the data active means activation above about 19%;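 further: 0% = DMSO and 100% = reference agonist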
DTT redox prof: compounds producing H2O2 with reducing agent – biochemical, NIH compound library profiling, artefact control for MLSCN library redox annotation, primary screen | DTT-dependent redox cycling H2O2, phenol red/HRP absorbance; 100% = 100 µM peroxide control, 0% = buffer | activation, % at 10 µM | hit rate 0.03% among 200,000;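 active means activation of at least 50% relative to the plate's high and low controls in the primary single-dose screen; inactive means activation below 50%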;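 further: compound incubated with DTT at 0.8 mM final as the reducing agent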
bIAP inh: bovine intestinal alkaline phosphatase inhibitors, primary screen, selectivity assay for TNAP inhibitor project, biochemical, bovine IAP, CDP-star luminescence. purified bovine IAP, 30 min. inhibition, % at 20 µM. 190,000 tested, under 10 active. AID 1019, 2008. alkaline phosphatase, intestinal [Bos taurus];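 active means over 50% inhibition of intestinal alkaline phosphatase at 20 µM in the single-dose screen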
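Assay system – bovine IAP enzyme · Quantity – bovine IAP at 1/65,000,000 final dilution · Detection – CDP-star luminescence signal · Times – 30 min reaction at room temperature · Also added – CDP-star substrate at 30 µM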
S1P3 antagonist: S1P3 receptor antagonists, primary screen, cell-based | AID 485, 2006 | Sphingosine 1-phosphate receptor 3 (Homo sapiens), Q99500 | inhibition, % at 4.98 µM | hit rate 0.27% among 170,000 | CHO S1P3 NFAT-BLA reporter, FRET fluorescence, antagonist mode;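 active means inhibition above the plate cutoff, the mean inhibition of test wells on that plate plus 3 SD, cut at about 28% in these data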;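 further: cells challenged with S1P at its EC80 of 0.8 µM; blue over green emission ratio from cleaved BLA substrate after 4 h stimulation; 0% = S1P-stimulated wells and 100% = unstimulated DMSO-only wells; some compounds past the cut are filed as inactive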
The depositor's hits bear a star; x = no result given.

SMILES	SRC2 TRFRET art	Lmaj promast	TLR4-MyD88 BLA	PPARg SRC2 recr	PPARg SRC-3 ag	bIAP act	ROMK primary	PPARg SRC-1 ag	DTT redox prof	bIAP inh	S1P3 antagonist
O=c1[nH]c2c(c(=O)[nH]1)CCC2	1353	-2	0	-1	3	1.1	-1.5	-3	0.2	-7	-7
Cc1ccccc1CSCC(=O)NC1CCCC1	1524	-1	8	-8	0	0.9	x	-4	-1.9	13	x
COc1ccc(-c2noc(CCC(=O)N3CCN(Cc4ccccc4)CC3)n2)cc1	1630	3	7	-7	1	1	0.0037	2	0.1	-2	x
CCC(C)(C)c1ccc(OCCN2C(=O)NC(C)(C)C2=O)cc1	1391	-5	8	-3	-6	1	-1	-9	0.1	0	x
O=C(CCN1CCc2ccccc2C1)Nc1ccc(F)cc1	1814	3	-5	3	7	1	x	12	1.3	-2	1
Cc1cc(C)nc(CCNC(=O)c2cc(COc3ccc(F)cc3Cl)on2)n1	1317	-1	5	-1	1	1	0.81	-3	-0.5	1	-2
Cc1ccc(NC(=S)N2CCC(C(N)=O)(N3CCCCC3)CC2)c(C)c1	1440	-5	-3	-3	-3	1	x	-3	-0.7	4	-6
CCc1cc(-c2n[nH]c(=S)n2CC)cs1	1735	13	5	10	4	0.9	-0.026	8	-0.6	12	-2
CCOc1ccc(N2C(=O)CSC2c2ccncc2)cc1 (stereo not given)	1523	-2	-13	10	12	1	-0.64	-2	-3.8	2	-21
CCCCN(C)S(=O)(=O)c1ccc(C(=O)Nc2nnc(C3=COCCO3)o2)cc1	1542	-2	8	6	-1	1.1	-0.4	3	-0.1	-10	-7
Nc1nonc1-n1nncc1-c1ccccc1	1645	-4	-32	3	5	0.9	0.23	-6	-0.5	10	x
CCSc1nnc(CSc2ncccn2)n1C	1547	1	-3	4	3	1.1	x	17	-1.5	-12	-3
CCc1cc2c(NCCN3CCCCC3)ncnc2s1	1485	-9	2	0	-18	0.9	0.28	-8	0.8	6	x
Cc1ccc(-c2nnc3c4ccccc4c(C)nn23)cc1NC(=O)CN1CCOCC1	1606	9	0	1	-7	1.1	x	1	-3.5	-8	6
CC1CCc2cc(F)ccc2N1C(=O)c1cccs1 (stereo not given)	1372	1	2	-3	-2	0.9	0.81	3	0.6	5	-6
O=C(OCC(=O)N1CCN(c2ccccc2)CC1)c1cnc(Cl)c(Cl)c1	1582	0	16	2	-1	1.3	1.6	2	-0.2	-26	-1
CSc1ccccc1C(=O)Nc1c(C)cccc1C	1572	2	13	4	5	0.9	-0.35	9	0.2	7	-19
COc1cccc(C(=O)NC(c2ccccc2)C2CCCC2)c1 (stereo not given)	1444	31	3	-6	-1	0.9	-0.014	3	0.6	5	3
COc1cccc(-n2c(SCC(N)=O)nnc2-c2ccncc2)c1	1586	-4	-5	2	-1	0.9	x	6	0.0	5	-13
C=CCN1C(=O)C2C3CC(=O)C(c4ccccc43)C2C1=O (stereo not given)	1510	3	-14	-8	-4	1.1	-0.36	3	-0.3	-6	1
Clc1ccc(Cl)c(-c2nn3c(Cn4cnc5ccccc54)nnc3s2)c1	1471	2	1	4	10	x	x	-1	0.8	x	4
Oc1ccccc1/C=N/NC1=NCCCCC1	1452	0	8	-2	-4	1	x	8	2.0	2	x
Cc1ccc(Cn2c(SC(C)C(N)=O)nc3ccccc3c2=O)cc1 (stereo not given)	1639	-2	12	6	2	1.1	-0.0046	-1	0.2	-14	-3
COCCCNC(=O)CC(NS(=O)(=O)c1ccc(Cl)cc1)c1ccco1 (stereo not given)	1489	2	-9	6	-6	1	x	0	2.5	1	-5
Cc1ccc(C)c(NS(=O)(=O)c2ccc(OCC(=O)NCc3cccnc3)cc2)c1	1475	0	0	-3	2	1	0.078	-2	0.2	-3	-8

Random excerpt: three entries already listed.
SMILES	SRC2 TRFRET art	Lmaj promast	TLR4-MyD88 BLA	PPARg SRC2 recr	PPARg SRC-3 ag	bIAP act	ROMK primary	PPARg SRC-1 ag	DTT redox prof	bIAP inh	S1P3 antagonist
CCc1cc2c(NCCN3CCCCC3)ncnc2s1	1485	-9	2	0	-18	0.9	0.28	-8	0.8	6	x
Cc1ccc(Cn2c(SC(C)C(N)=O)nc3ccccc3c2=O)cc1 (stereo not given)	1639	-2	12	6	2	1.1	-0.0046	-1	0.2	-14	-3
CC1CCc2cc(F)ccc2N1C(=O)c1cccs1 (stereo not given)	1372	1	2	-3	-2	0.9	0.81	3	0.6	5	-6

Next records
SMILES	SRC2 TRFRET art	Lmaj promast	TLR4-MyD88 BLA	PPARg SRC2 recr	PPARg SRC-3 ag	bIAP act	ROMK primary	PPARg SRC-1 ag	DTT redox prof	bIAP inh	S1P3 antagonist
C/C(=N/NC(=O)c1ccccc1)C1=C(O)CC(C)(C)CC1=O	1308	-4	-4	1	3	1	-1	-2	-0.5	-2	-1
Cc1nn(C)c(C)c1N1C(=O)c2cccc3c(N)ccc(c23)C1=O	1608	-1	29*	3	5	1.1	x	4	-0.1	-7	1
CCOC(=O)CC(NC(=O)C1c2ccccc2Oc2ccccc21)c1ccc(C)cc1 (stereo not given)	1364	3	1	-4	-1	0.7	-0.094	4	0.0	32	5
CC(C)CCn1nc(C(=O)Nc2nc3c(s2)CCCC3)c2ccccc2c1=O	1347	65*	-16	-9	-8	1	0.17	-6	-0.1	5	-7
COc1ccc(/C=C/c2nc(-c3ccccc3O)n[nH]2)cc1OC	1648	4	-12	2	0	0.8	x	4	-0.1	18	-6
Cc1cc2cc(CNC(=O)c3ccc(C)c([N+](=O)[O-])c3)ccc2[nH]1	1537	0	3	12	1	1	0.42	5	-0.5	-4	-7
C=C(C)COc1ccc(-c2n[nH]c(C)c2-c2ccc(Br)cc2)c(O)c1	1646	9	0	0	7	1.2	x	4	-2.1	-17	x
NC(=O)NOCc1cccc(Cl)c1	1510	-8	-8	0	1	1	-0.68	0	-0.1	3	-20
COc1ccc(C(=O)NCc2ccc3c(c2)cc(C)n3C)cc1	1490	1	-21	3	2	1	x	-3	-0.1	1	-8
CCOC(=O)c1ccc(NC(=O)CN(c2ccc(C)cc2)S(=O)(=O)c2c(C)nn(C)c2C)cc1	1509	16	-12	6	-9	1.1	-0.23	5	0.6	-6	x
O=C(Nc1ccc(S(=O)(=O)Nc2ccc(F)cc2)cc1)c1ccc(CN2CCOCC2)cc1	1753	98*	-1	6	6	1	-3.4*	10	-1.6	1	14
Clc1ccc(CON/C=N/c2ncnc3sccc23)cc1	1423	-5	-2	-2	-4	1	x	5	1.5	-2	x
CCNC(=S)N/N=C/c1cccc(/C=N/NC(=S)NCC)c1	1523	-4	15	0	6	1	0.36	-6	0.4	-2	-9
COc1ccc2nc(/N=C(\N)NC(=O)Nc3ccccc3)nc(C)c2c1	1613	100*	10	-4	-1	0.7	0.63	-2	-0.4	30	1
CCOc1ccc(NC(=S)NC(=O)c2c(Cl)cnn2CC)c([N+](=O)[O-])c1	1244	-3	-4	-10	-1	1.1	0.34	-4	-0.1	-5	-4
Cc1ccc2nc(CSc3nnc4ccccn34)cc(=O)n2c1	1577	-5	-2	-2	0	1	1.7	4	0.4	-2	3
Cc1ccc(C(=O)N2CCCC2)cc1Br	1481	-2	1	4	6	1	0.5	3	0.0	1	x
COc1cc(/C=C(/C#N)c2ccc(F)cc2)ccc1Oc1ccc([N+](=O)[O-])cn1	1509	2	-1	2	2	0.9	-0.24	-1	3.3	15	6
Cc1cccc(C(=O)Nc2nnc(Cc3c[nH]c4ccccc34)s2)c1	1377	19	9	6	1	1	x	-4	-3.9	2	x
CCN(CCCNC(=O)CN(C)S(=O)(=O)c1cccc2nsnc12)c1ccccc1	1744	19	3	-3	1	1	-0.28	5	-0.1	-3	-26
O=[N+]([O-])c1cc(S(=O)(=O)N2CCCC2)ccc1NCCCN1CCOCC1	1491	20	-10	-6	-2	0.9	0.46	-5	-0.2	12	-16
O=C(NCc1ccco1)c1ccc(=O)oc1	1636	-8	-16	12	6	1	-0.14	2	-1.4	3	x
S=c1[nH]nc(-c2ccncc2)n1/N=C/C(Cl)=C\c1ccccc1	1678	53*	1	1	7	0.7	-2.4	14	-0.3	31	6
CCOc1ccc(-n2c(Cc3cc(=O)[nH]c(=O)[nH]3)nnc2SCc2cccnc2)cc1	1827	-6	2	2	4	1	x	1	-1.7	0	-22
COc1ccc(OC)c2[nH]c(=O)c(CCNC(=O)c3cc4ccccc4o3)cc12	1480	8	-5	0	5	1.1	x	12	-0.3	-5	2

More entries.
SMILES	SRC2 TRFRET art	Lmaj promast	TLR4-MyD88 BLA	PPARg SRC2 recr	PPARg SRC-3 ag	bIAP act	ROMK primary	PPARg SRC-1 ag	DTT redox prof	bIAP inh	S1P3 antagonist
CC1CCN(CCC(=O)NN)CC1	1503	-3	5	-3	3	1.1	1.1	-7	-0.2	-9	-7
CCOC(=O)C1CCN(C(=O)c2c(C)oc3c2C(=O)c2ccccc2C3=O)CC1	1468	100*	-9	3	0	0.9	0.095	-3	0.3	7	-1
COc1cccc(NC(=O)C2CC(=O)OC23CCOC(C)(C)C3)c1 (stereo not given)	1620	-3	3	5	6	1	0.16	-4	-0.7	-2	1
CNC(=O)N(O)C1N(NC(=O)Nc2ccccc2)C(=S)SC1(C)C (stereo not given)	1721	0	-1	7	16	x	x	2	-3.3	x	x
Cc1cccc(N(C(=O)CNC(=O)c2cccs2)C(C(=O)NC2CCCC2)c2cccnc2)c1 (stereo not given)	1470	-1	-7	8	12	1	x	5	-1.1	-2	x
Cc1ccc(NC(=O)CN2C(=O)S/C(=C/c3ccc(O)c([N+](=O)[O-])c3)C2=O)cc1C	1506	-2	-6	1	-2	0.9	-1.2	-10	-0.8	13	-15
CCOC(=O)C1CCCN(S(=O)(=O)c2cccs2)C1 (stereo not given)	1570	-4	3	15	-1	0.9	0.021	8	-0.3	8	-26
Cc1nnc(NC(=O)Oc2ccccc2)s1	1770	1	1	-1	11	0.9	x	2	1.0	10	-17
CCOC(=O)CSc1ncccn1	1536	-4	-6	-3	-1	1	1.1	5	0.7	3	3
Cc1cc(=O)oc2cc(OC(C)C(=O)N3CCOCC3)ccc12 (stereo not given)	1449	-4	5	5	9	1	0.57	-5	0.0	3	x
COc1ccccc1OCC(=O)Nc1ccc(C(N)=O)cc1	1587	1	-9	12	-1	0.9	0.51	7	0.0	8	x
N#CCCN1CCN(S(=O)(=O)c2ccc(C#N)cc2)CC1	1495	-3	-9	9	11	1	x	2	-3.9	2	-13
CC(=O)N1CCC(N(CCN2CCOCC2)C(=S)Nc2ccc(C)cc2C)CC1	1654	-1	-2	8	-4	1.1	-0.31	6	-2.8	-6	-11
COc1cc(OC)cc(C(=O)Nc2ccccc2C(=O)N2CCCC2)c1	1643	-4	-5	8	8	1.1	x	3	-3.6	-6	x
COCCCNC(=S)NC(=O)c1ccccc1	1372	-4	8	-3	-1	1	1.1	-1	0.2	4	-13
